PostGolgi ctrl: inhibits growth of the yeast control strain | efflux-deficient yeast background strain, growth absorbance A615, 16 h | AID 738 | inhibition, % at 10 µM | hit rate 5% among 98,000
H69AR inhibit: blocks growth of human H69AR lung tumor cells; H69AR lung tumor viability, ATP luminescence, 72 h; active compounds read low; viability, % at 10 µM; hit rate 6% among 85,000;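 active = viability at or below 40%; inactive = viability above 40%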;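 note: multidrug resistant small cell line overexpressing MRP-1 efflux transporter; 100% = mean luminescence of untreated control wells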
S1P2 antag: S1P2 (human) receptor antagonism; inhibition, % at 5 µM; cell-based S1P2 antagonist assay, inhibition at 5 uM; O95136; hit rate 0.21% among 97,000; in the data active = inhibition above about 45%;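 note: CRE beta-lactamase reporter cells expressing human S1P2 stimulated with S1P; 0% = agonist at EC80 alone and 100% = agonist plus reference antagonist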
Target sequence (O95136 whole entry, looked up): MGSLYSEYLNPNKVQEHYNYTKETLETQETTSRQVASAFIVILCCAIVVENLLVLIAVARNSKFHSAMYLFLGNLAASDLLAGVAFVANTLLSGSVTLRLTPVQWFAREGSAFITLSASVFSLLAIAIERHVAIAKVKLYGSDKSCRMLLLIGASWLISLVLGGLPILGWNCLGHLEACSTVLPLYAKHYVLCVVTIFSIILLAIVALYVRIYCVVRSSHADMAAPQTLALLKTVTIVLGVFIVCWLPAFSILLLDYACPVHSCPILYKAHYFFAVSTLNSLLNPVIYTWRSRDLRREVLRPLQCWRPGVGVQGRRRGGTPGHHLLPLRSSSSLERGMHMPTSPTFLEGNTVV
S1P2 ag: S1P2 (human) receptor agonism; activation, % at 4.5 µM; S1P2-expressing cell line, agonist reporter read-out; hit rate 0.46% among 97,000; O95136; in the data active = activation above about 16%;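 note: 0% = vehicle low control and 100% = maximal reference agonist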
Lung fibro prol: blocks proliferation of human lung fibroblasts; LL 47 human lung fibroblast viability, ATP luminescence; active compounds read low; viability, % at 10 µM; hit rate 1.1% among 85,000; AID 719;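 active = viability at or below 50% in the single dose screen; inactive = viability above 50%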;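 note: compound exposure lasted 72 h before the ATP readout; 100% = median luminescence of untreated cell-only wells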
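material = human LL 47 lung fibroblast cells | dosing = compounds added from tenfold dosing solution, 0.1% DMSO final | timing = overnight cell rest, 72 h compound treatment at 37 °C | measured by = CellTiter-Glo luminescence measuring cellular ATP | evaluation = % viability versus median cells-only luminescence | control set = cell-only wells, no compound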
E coli WT exp: blocks growth of wild type E. coli BW25113; OD600 absorbance; growth inhibition, % at 100 µM; hit rate 0.15% among 98,000; AID 710;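 active = growth inhibition above about 50% at one test dose, limit read from the data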;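 note: growth measured after 20 h incubation at 37 °C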
PostGolgi yeast: growth inhibition of a yeast mutant, post-Golgi transport screen; post-Golgi transport phenotypic cell assay; inhibition, % at 10 µM; hit rate 0.9% among 98,000; AID 739;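 note: yeast cells grown in 1536-well plates; yeast grown about 18 h at 30C before absorbance read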
hDAT+cocaine: modulates human dopamine transporter uptake under cocaine; B-score at 10 µM; LLC-PK1 hDAT cells, [14C]-dopamine uptake with cocaine IC80; actives deviate in either direction; Q01959; hit rate 1.3% among 110,000;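 active = Z score or B-score, a plate-position-corrected score, falls beyond the plate's 99.7% confidence bounds, in either direction; inactive = both scores lie inside the 99.7% bounds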;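 note: scored against the spread of the other compound wells on the same plate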
Target sequence (Q01959 whole entry, looked up): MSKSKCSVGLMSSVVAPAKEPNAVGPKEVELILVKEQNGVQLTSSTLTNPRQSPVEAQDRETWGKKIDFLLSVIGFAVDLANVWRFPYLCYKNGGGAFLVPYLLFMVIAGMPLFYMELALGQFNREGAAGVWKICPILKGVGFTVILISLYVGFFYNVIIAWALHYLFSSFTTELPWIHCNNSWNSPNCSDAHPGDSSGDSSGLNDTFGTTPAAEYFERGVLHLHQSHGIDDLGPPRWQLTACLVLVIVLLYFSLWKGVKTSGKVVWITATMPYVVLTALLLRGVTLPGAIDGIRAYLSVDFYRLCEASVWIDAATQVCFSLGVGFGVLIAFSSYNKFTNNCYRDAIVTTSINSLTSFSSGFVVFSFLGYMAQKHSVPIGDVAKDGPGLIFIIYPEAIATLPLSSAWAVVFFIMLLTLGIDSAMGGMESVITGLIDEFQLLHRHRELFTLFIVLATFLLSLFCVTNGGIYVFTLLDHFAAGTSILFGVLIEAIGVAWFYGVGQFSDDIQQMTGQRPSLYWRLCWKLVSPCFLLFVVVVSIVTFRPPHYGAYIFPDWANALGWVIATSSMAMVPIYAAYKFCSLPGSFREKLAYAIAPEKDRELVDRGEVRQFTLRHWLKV
HUVEC prolif 384: human endothelial cell proliferation inhibition | viability, % at 10 µM (by protocol) | AID 648 | HUVEC proliferation, CellTiter-Glo luminescence, 72 h; active compounds read low | hit rate 1.1% among 86,000;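 active = viability at or below 30%; inactive = viability above 30%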;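 note: 100% = median luminescence of DMSO-only cell control wells on each plate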
Starred values were filed as active, the others as inactive. Cut-off read from the data, not from the text of the source, unless noted: active = inhibition above about 30%; inactive = the rest.

What do the screens show for `O=[N+]([O-])c1cc(/C=N/O)ccc1SCc1ccccc1Cl`?
PostGolgi ctrl: 15; S1P2 antag: 2; S1P2 ag: 3; E coli WT exp: -8; PostGolgi yeast: -5; hDAT+cocaine: 0.26

Results for CN(C)c1ccc(C2OC(=O)C3(CCCC3)C(=O)C2(C)C)cc1 (configuration not stated) ?
PostGolgi ctrl: -2; H69AR inhibit: 101; S1P2 antag: -13; S1P2 ag: -2; Lung fibro prol: 102; E coli WT exp: 1; PostGolgi yeast: 0; hDAT+cocaine: 0.2; HUVEC prolif 384: 102

Results for Cc1ccc(NC(=S)NNC(=O)CCn2cc(C)cn2)cc1 ?
PostGolgi ctrl: 7; S1P2 antag: -2; S1P2 ag: -4; E coli WT exp: -3; PostGolgi yeast: 3; hDAT+cocaine: -0.017

What do the screens show for `O=C(O)c1cc(-c2ccccn2)n[nH]1`?
PostGolgi ctrl: -6; H69AR inhibit: 100; S1P2 antag: 9; S1P2 ag: -1; Lung fibro prol: 93; E coli WT exp: 4; PostGolgi yeast: 0; hDAT+cocaine: -1; HUVEC prolif 384: 98

What do the screens show for `CN1CCN(C(=O)c2cc3c(C(F)(F)F)nn(C)c3s2)CC1`?
PostGolgi ctrl: 5; S1P2 antag: 13; S1P2 ag: -5; E coli WT exp: -4; PostGolgi yeast: 6; hDAT+cocaine: -0.36

What do the screens show for `C=CCn1c(N2CCCCCC2)nc2c1c(=O)n(C)c(=O)n2C`?
PostGolgi ctrl: 10; H69AR inhibit: 70; S1P2 antag: 6; S1P2 ag: -6; Lung fibro prol: 91; E coli WT exp: 4; PostGolgi yeast: -14; hDAT+cocaine: -0.51; HUVEC prolif 384: 87

Results for O=C(CSc1nnc(Cc2ccccc2)o1)N1CCCc2ccccc21 ?
PostGolgi ctrl: 12; H69AR inhibit: 86; Lung fibro prol: 110; E coli WT exp: -1; PostGolgi yeast: -3; hDAT+cocaine: 2.6*; HUVEC prolif 384: 99

What do the screens show for `Cc1ccc(-n2c3c(cc(C(=O)NC4CCSC4=O)c2=O)C(=O)CC(C)(C)C3)cc1` (configuration not stated)?
PostGolgi ctrl: -3; H69AR inhibit: 59; S1P2 antag: -9; S1P2 ag: -7; Lung fibro prol: 104; E coli WT exp: 6; PostGolgi yeast: 1; hDAT+cocaine: -0.67; HUVEC prolif 384: 95

Results for CCOc1ccc(OCC)c(NC(=O)CN2CCC(NC(=O)c3cccc(F)c3)CC2)c1 ?
PostGolgi ctrl: 24; H69AR inhibit: 60; Lung fibro prol: 96; E coli WT exp: -8; PostGolgi yeast: 2; hDAT+cocaine: 3.3*; HUVEC prolif 384: 82

Results for CCOC(=O)c1sc(NS(=O)(=O)c2ccc(C)cc2)nc1C ?
PostGolgi ctrl: 7; H69AR inhibit: 93; S1P2 antag: -11; S1P2 ag: -6; Lung fibro prol: 105; E coli WT exp: -1; PostGolgi yeast: 1; hDAT+cocaine: -0.42; HUVEC prolif 384: 87

Results for O=C(Cc1ccc(Cl)cc1)NCCS(=O)c1ccc(Cl)cc1 (configuration not stated) ?
PostGolgi ctrl: 18; S1P2 antag: 6; S1P2 ag: -1; E coli WT exp: 16; PostGolgi yeast: 29; hDAT+cocaine: -0.27

How did CCOC(=O)c1[nH]c2ccc(Br)cc2c1NC(=O)CCN1CCCCC1 do in these assays?
PostGolgi ctrl: 24; H69AR inhibit: 77; S1P2 antag: 14; S1P2 ag: -3; Lung fibro prol: 103; E coli WT exp: -2; PostGolgi yeast: -8; hDAT+cocaine: -0.68; HUVEC prolif 384: 108

How did CCOc1cccc(N(C(=O)Cc2cccs2)C(C(=O)NC2CCCCC2)c2cccn2C)c1 (configuration not stated) do in these assays?
H69AR inhibit: 70; S1P2 antag: -12; S1P2 ag: -6; Lung fibro prol: 84; hDAT+cocaine: 0.33; HUVEC prolif 384: 93

What do the screens show for `OC(CNCC1CCCO1)COc1ccc(OCC(O)CNCC2CCCO2)cc1` (configuration not stated)?
H69AR inhibit: 102; S1P2 antag: -2; S1P2 ag: -2; Lung fibro prol: 105; hDAT+cocaine: -0.6; HUVEC prolif 384: 103

How did Cc1ccc(C(=O)Nc2ccc3nccnc3c2)cc1 do in these assays?
PostGolgi ctrl: 0; S1P2 antag: 5; S1P2 ag: -2; E coli WT exp: -13; PostGolgi yeast: 6; hDAT+cocaine: -0.38

How did O=C(NCc1cccnc1)C1CCN(S(=O)(=O)c2cccnc2)CC1 do in these assays?
PostGolgi ctrl: 2; H69AR inhibit: 98; S1P2 antag: 1; S1P2 ag: 0; Lung fibro prol: 96; E coli WT exp: 4; PostGolgi yeast: 2; hDAT+cocaine: -0.13; HUVEC prolif 384: 102

What do the screens show for `Cc1ccc(C2c3c(oc4cc(C)c(C)cc4c3=O)C(=O)N2CCCN2CCOCC2)cc1` (configuration not stated)?
H69AR inhibit: 78; Lung fibro prol: 94; hDAT+cocaine: 2.3; HUVEC prolif 384: 86

Results for NC(=O)c1sc2nc3c(c(-c4cccs4)c2c1N)CCCCC3 ?
PostGolgi ctrl: 12; H69AR inhibit: 68; S1P2 antag: 15; S1P2 ag: -6; Lung fibro prol: 104; E coli WT exp: -9; PostGolgi yeast: 4; HUVEC prolif 384: 81

Results for COC(=O)[C@H](Cc1ccccc1)NC(=O)NCc1cccs1 ?
PostGolgi ctrl: 2; H69AR inhibit: 90; S1P2 antag: 2; S1P2 ag: 0; Lung fibro prol: 97; E coli WT exp: 13; PostGolgi yeast: 3; hDAT+cocaine: -0.028; HUVEC prolif 384: 93

How did Cc1ccccc1C1CC(=O)NC2=C1C(=O)CCC2 (configuration not stated) do in these assays?
PostGolgi ctrl: 17; H69AR inhibit: 93; S1P2 antag: 1; S1P2 ag: 0; Lung fibro prol: 99; E coli WT exp: 3; PostGolgi yeast: -8; hDAT+cocaine: -1.2; HUVEC prolif 384: 91

Next section, starting with the last four of the part before.
What do the screens show for `Cc1ccc(C2c3c(oc4cc(C)c(C)cc4c3=O)C(=O)N2CCCN2CCOCC2)cc1` (configuration not stated)?
H69AR inhibit: 78; Lung fibro prol: 94; hDAT+cocaine: 2.3; HUVEC prolif 384: 86

Results for NC(=O)c1sc2nc3c(c(-c4cccs4)c2c1N)CCCCC3 ?
PostGolgi ctrl: 12; H69AR inhibit: 68; S1P2 antag: 15; S1P2 ag: -6; Lung fibro prol: 104; E coli WT exp: -9; PostGolgi yeast: 4; HUVEC prolif 384: 81

Results for COC(=O)[C@H](Cc1ccccc1)NC(=O)NCc1cccs1 ?
PostGolgi ctrl: 2; H69AR inhibit: 90; S1P2 antag: 2; S1P2 ag: 0; Lung fibro prol: 97; E coli WT exp: 13; PostGolgi yeast: 3; hDAT+cocaine: -0.028; HUVEC prolif 384: 93

How did Cc1ccccc1C1CC(=O)NC2=C1C(=O)CCC2 (configuration not stated) do in these assays?
PostGolgi ctrl: 17; H69AR inhibit: 93; S1P2 antag: 1; S1P2 ag: 0; Lung fibro prol: 99; E coli WT exp: 3; PostGolgi yeast: -8; hDAT+cocaine: -1.2; HUVEC prolif 384: 91

Results for CCC(CC)C(=O)N1CC(=O)Nc2ccc(Br)cc2C1c1ccccc1 (configuration not stated) ?
PostGolgi ctrl: 20; H69AR inhibit: 87; S1P2 antag: 18; S1P2 ag: -5; Lung fibro prol: 91; E coli WT exp: 4; PostGolgi yeast: -2; hDAT+cocaine: -0.84; HUVEC prolif 384: 103

Results for O=c1c2ccccc2nnn1CSc1nnc(COc2ccc(Cl)cc2)n1Cc1ccco1 ?
PostGolgi ctrl: 82*; H69AR inhibit: 71; S1P2 antag: 13; S1P2 ag: -3; Lung fibro prol: 86; E coli WT exp: -2; PostGolgi yeast: 103*; hDAT+cocaine: -1.3; HUVEC prolif 384: 76

What do the screens show for `CC(=O)c1ccc(NC2c3ncccc3C(=O)N2Cc2ccc(F)cc2)cc1` (configuration not stated)?
PostGolgi ctrl: 1; H69AR inhibit: 97; S1P2 antag: 1; S1P2 ag: -2; Lung fibro prol: 107; E coli WT exp: -3; PostGolgi yeast: 1; hDAT+cocaine: 0.32; HUVEC prolif 384: 97

What do the screens show for `COc1ccc(NC(=O)CSc2nnc(CCC(=O)Nc3ccc(C)c(Cl)c3)n2C)cc1`?
PostGolgi ctrl: 4; S1P2 antag: 2; S1P2 ag: -3; E coli WT exp: 3; PostGolgi yeast: -5; hDAT+cocaine: -0.016

Results for COc1cc(N2CCOCC2)ncn1 ?
PostGolgi ctrl: 17; H69AR inhibit: 97; S1P2 antag: 15; S1P2 ag: -8; Lung fibro prol: 108; E coli WT exp: -1; PostGolgi yeast: 3; hDAT+cocaine: -0.89; HUVEC prolif 384: 84

What do the screens show for `CC(C)(C)c1ccc(C(=O)NC(Cc2ccccc2)C(=O)O)cc1` (configuration not stated)?
PostGolgi ctrl: 2; H69AR inhibit: 103; S1P2 antag: -15; S1P2 ag: -9; Lung fibro prol: 102; E coli WT exp: 4; PostGolgi yeast: -4; hDAT+cocaine: 0.37; HUVEC prolif 384: 98

Results for COc1ccc(NC(=S)N(CCc2nc3cc(C)c(C)cc3[nH]2)Cc2cccnc2)cc1 ?
PostGolgi ctrl: 2; S1P2 antag: -11; S1P2 ag: -4; E coli WT exp: 0; PostGolgi yeast: 5; hDAT+cocaine: 0.34

What do the screens show for `O=C1C2C3CCCC3=C3CCCC3C2C(=O)N1c1cccc(Cl)c1` (configuration not stated)?
PostGolgi ctrl: 9; H69AR inhibit: 88; S1P2 antag: 3; S1P2 ag: -8; Lung fibro prol: 92; E coli WT exp: 4; PostGolgi yeast: -4; hDAT+cocaine: 0.68; HUVEC prolif 384: 100

How did Cn1cccc1Cc1nnc(SCC(=O)NCc2ccco2)n1CCc1ccccc1 do in these assays?
PostGolgi ctrl: 9; H69AR inhibit: 96; S1P2 antag: 13; S1P2 ag: -7; Lung fibro prol: 97; E coli WT exp: -1; PostGolgi yeast: -4; hDAT+cocaine: 0.085; HUVEC prolif 384: 87

Results for COC(=O)c1cc(C(=O)Nc2cccc(C)n2)cc([N+](=O)[O-])c1 ?
PostGolgi ctrl: 9; S1P2 antag: 12; S1P2 ag: -3; E coli WT exp: 0; PostGolgi yeast: -4; hDAT+cocaine: -0.27

How did O=C1CC(c2ccco2)CC(O)=C1C=NCC1CCNCC1 (configuration not stated) do in these assays?
PostGolgi ctrl: -3; H69AR inhibit: 92; S1P2 antag: 15; S1P2 ag: -7; Lung fibro prol: 94; E coli WT exp: -6; PostGolgi yeast: -1; hDAT+cocaine: 0.68; HUVEC prolif 384: 99

What do the screens show for `CCOc1ccc(N2C(=O)CC(N3CCC(NC(=O)Nc4ccccc4)CC3)C2=O)cc1` (configuration not stated)?
PostGolgi ctrl: 12; H69AR inhibit: 103; S1P2 antag: -5; S1P2 ag: -6; Lung fibro prol: 113; E coli WT exp: -3; PostGolgi yeast: 2; hDAT+cocaine: -2*; HUVEC prolif 384: 87

What do the screens show for `CC(NC(=O)/C(=C\c1cccc([N+](=O)[O-])c1)NC(=O)c1ccco1)C(=O)O` (configuration not stated)?
PostGolgi ctrl: 8; S1P2 antag: 12; S1P2 ag: -11; E coli WT exp: -1; PostGolgi yeast: -7; hDAT+cocaine: -0.002

What do the screens show for `CCOc1ccc(S(=O)(=O)Nc2ccc(S(=O)(=O)Nc3cc(OC)ccc3OC)cc2)cc1`?
PostGolgi ctrl: 6; H69AR inhibit: 75; S1P2 antag: -19; S1P2 ag: -1; Lung fibro prol: 105; E coli WT exp: -6; PostGolgi yeast: -1; hDAT+cocaine: 0.77; HUVEC prolif 384: 96

Screens (PubChem)
